Screens: PubChem BioAssay, several laboratories
STEP block: STEP phosphatase inhibitors, primary screen, biochemical, fluorescence intensity, uHTS. actives 0.25% (n = 360,000). inhibition, % at 20 µM. recombinant STEP, OMFP fluorogenic substrate;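 active = inhibition at 20 µM, scaled per plate between control wells, above about 37%, limit read from the data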;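 also: 0% = DMSO with enzyme and substrate and 100% = substrate only without enzyme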
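Assay system: isolated STEP enzyme. Buffer or medium: pH 6.0 Bis-Tris with DTT and Tween 20. Also added: fluorogenic phosphatase substrate OMFP at 25 µM final. Dosing: 20 µM, 1% DMSO. Timing: 20 min reaction, room temperature, in the dark. Measured by: fluorescence intensity, excitation 480 nm, emission 540 nm. Evaluation: normalized % inhibition.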
Scp-1 inhibitor: Scp-1 phosphatase inhibitors, primary screen, biochemical, colorimetric, uHTS | Carboxy-terminal domain RNA polymerase II polypeptide A small phosphatase 1 (Homo … | Recombinant Scp1, phosphopeptide, malachite green phosphate absorbance | inhibition, % at 20 µM | actives 0.88% (n = 340,000) | AID 493091, 2011;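 active = inhibition above about 50% at 20 µM, limit read from the data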;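 also: plate controls were DMSO wells with enzyme for no effect and wells lacking enzyme for full effect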
Target sequence (Q9GZU7 76-261 limits assumed): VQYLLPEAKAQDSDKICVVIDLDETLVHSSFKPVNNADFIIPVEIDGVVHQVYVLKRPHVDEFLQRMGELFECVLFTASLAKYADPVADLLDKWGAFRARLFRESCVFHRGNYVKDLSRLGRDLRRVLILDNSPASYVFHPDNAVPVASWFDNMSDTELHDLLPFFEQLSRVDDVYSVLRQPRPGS
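Test system: SCP-1 phosphatase catalytic domain, residues 76-261 | Compound dosing: One concentration, 20 µM, with 1.0% DMSO | Schedule: 45 min room-temperature reaction, 5 min colour, 30 min stabiliser | Detection: Absorbance at 630 nm | Read-out basis: % inhibition of SCP-1 phosphate liberation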
NadD inh: inhibitors of S. aureus NadD, primary screen, biochemical, colorimetric, uHTS | purified NadD enzyme, colorimetric absorbance read-out | inhibition, % at 20 µM | actives 0.78% (n = 360,000); in the data active = inhibition above about 26%; also: some compounds past the cut are filed as inactive
Rpn11 block: Rpn11 (PSMD14) deubiquitinase inhibitors, primary screen, biochemical, fluorescence polarization, uHTS | 26S proteasome non-ATPase regulatory subunit 14 (Homo sapiens), O00487 | actives 0.59% (n = 360,000) | calls only at 20 µM | human 26S proteasome, Ub4-pepOG fluorescence polarization; 20S core pre-blocked with epoxomicin;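 active = inhibition at 20 µM, scaled to each plate's controls, above about 33%, limit read from the data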
Tb MetRS inh: T. brucei MetRS inhibitors, primary screen, biochemical, luminescence; methionyl-tRNA synthetase (Trypanosoma brucei brucei); purified T. brucei MetRS, ATP depletion, Kinase-Glo luminescence; inhibition, % at 11.9 µM; actives 0.4% (n = 360,000);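 active = inhibition above a per-plate cutoff of the control wells' mean inhibition plus 3 SD, cut at about 5.5% in these data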;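 also: 0% = DMSO wells median and 100% = median of wells with control inhibitor compound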
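Material: parasite MetRS enzyme / Replication: singlicate, one well per compound / Signal: luminescence of leftover ATP / Schedule: 2 h aminoacylation at 25 °C after 15 min preincubation / Medium: HEPES-MgCl2-KCl buffer plus DTT, spermine, BSA, pyrophosphatase / Doses: 11.9 µM single point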
SUMO1 PPI mod: modulators of SUMO1 protein-protein interactions, primary screen, biochemical, uHTS; inhibition, % at 20 µM; SUMO1 binding to a labelled peptide, TR-FRET, 1 h; actives 0.33% (n = 360,000); AID 602429, 2012; Small ubiquitin-related modifier 1 (Homo sapiens), P63165; in the data active = inhibition above about 37%
Target sequence (P63165 whole entry, looked up): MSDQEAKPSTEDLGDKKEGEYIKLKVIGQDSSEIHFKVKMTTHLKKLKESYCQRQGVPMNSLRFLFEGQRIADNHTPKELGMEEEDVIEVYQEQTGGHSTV
MsrA inh: bovine MsrA enzyme inhibitors, primary screen, biochemical, absorbance, HTS | purified bovine MsrA, absorbance read-out | actives 0.75% (n = 360,000) | AID 651718, 2012 | Methionine sulfoxide reductase A (Bos taurus) | inhibition, % at 15.5 µM; in the data active = inhibition above about 4.5%;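 also: 0% = vehicle wells with enzyme and 100% = reference inhibitor wells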
LMPTP inh: LMPTP phosphatase inhibitors, primary screen, biochemical, fluorescence intensity, uHTS. Low molecular weight phosphotyrosine protein phosphatase (Homo sapiens), P24666. recombinant LMPTP-A, OMFP fluorogenic substrate. inhibition, % at 20 µM. actives 0.22% (n = 360,000). AID 651560, 2012;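 active = compounds that cut the enzyme signal by at least half of the control window in the single-dose screen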;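 also: plate controls were DMSO wells with enzyme plus substrate for no effect and substrate without enzyme for full effect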
Target sequence (P24666 whole entry, looked up): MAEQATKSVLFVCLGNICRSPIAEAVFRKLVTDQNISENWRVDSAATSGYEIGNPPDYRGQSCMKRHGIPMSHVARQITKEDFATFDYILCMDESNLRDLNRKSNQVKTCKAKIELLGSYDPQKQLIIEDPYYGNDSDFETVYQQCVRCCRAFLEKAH
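Assay system: LMPTP-A, protein tyrosine phosphatase of low molecular weight / Medium: pH 6.0 Bis-Tris buffer with DTT and Triton X-100 / Schedule: 50 min enzyme reaction at room temperature, protected from light / Measured by: endpoint fluorescence intensity from OMFP dephosphorylation / Read-out basis: % inhibition relative to no-enzyme and uninhibited control wells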
DNMT1 block: human DNMT1 methyltransferase inhibitors, primary screen, biochemical, molecular beacon, fluorescence, HinP1I cleavage, uHTS | DNA (cytosine-5)-methyltransferase 1 (Homo sapiens), P26358 | actives 0.83% (n = 360,000) | inhibition (reported as % activation of signal), % at 10 µM; in the data active = inhibition above about 50%
CSN inh: inhibitors of CSN-mediated cullin deneddylation, primary screen, biochemical, fluorescence polarization, uHTS; actives 0.38% (n = 360,000); Purified CSN, SCF-Nedd8-OG deneddylation; inhibition, % at 12.5 µM; AID 651999, 2013;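 active = pattern-corrected inhibition above about 35%, with an unprinted fluorescence ratio check between 0.5 and 1.5, limit read from the data, passing the limit was not always enough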;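 also: 0% = enzyme with substrate and 100% = substrate without enzyme; some results filed as inactive read as strong as hits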
Target sequence (Q92905 whole entry, looked up, one chain of several): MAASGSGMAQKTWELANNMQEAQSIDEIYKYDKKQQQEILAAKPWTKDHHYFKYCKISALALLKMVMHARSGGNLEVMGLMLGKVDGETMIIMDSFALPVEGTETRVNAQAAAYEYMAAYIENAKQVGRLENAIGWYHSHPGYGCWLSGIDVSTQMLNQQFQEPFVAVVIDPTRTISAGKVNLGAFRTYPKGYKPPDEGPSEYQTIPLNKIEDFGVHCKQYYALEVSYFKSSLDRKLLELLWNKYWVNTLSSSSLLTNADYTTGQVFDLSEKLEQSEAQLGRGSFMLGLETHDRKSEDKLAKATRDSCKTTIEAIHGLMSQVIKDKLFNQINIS
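Schedule: reaction 90 min, room temperature / Assay system: HEK293T-derived human Csn5 enzyme / Input: Csn5 at 0.24 nM final / Measure: inhibition of Csn5 cleavage, % / Control set: substrate-only high control, full reaction low control / Technique: fluorescence polarization of the substrate / Buffer or medium: Tris/NaCl/DTT buffer, pH 7.5 / Reagent: SCFSkp2-Nedd8OG substrate at 10 nM final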
* = called active by the depositor; i = inactive; x = no result given; + = active, no number.

SMILES | STEP block | Scp-1 inhibitor | NadD inh | Rpn11 block | Tb MetRS inh | SUMO1 PPI mod | MsrA inh | LMPTP inh | DNMT1 block | CSN inh
O=c1[nH]c(CN2CCCC2)nc2sc3c(c12)CCC3 | -7 | -2 | -3 | i | 0.0 | 0 | 1.6 | 1.7 | -2 | 1
Cc1nn(-c2ccccc2)c2sc(C(=O)N(CC(=O)NC3CCCC3)Cc3ccco3)cc12 | 6 | -4 | -5 | i | -1.6 | -2 | -1.0 | 3.5 | -8 | 0
COc1cccc(/C=C/C(=O)NCc2cn3cc(Cl)ccc3n2)c1 | 2 | 7 | -2 | i | -1.3 | -1 | -1.1 | -0.9 | 4 | 3
CCN1C(=O)C(CC(=O)NC2CCCCC2)N(CC)C1=O (centres undefined) | 3 | -1 | -5 | i | -0.4 | 3 | -0.1 | -2.1 | 1 | -4
CC1CCN(C(=O)COC(=O)C2CCN(S(=O)(=O)c3ccc4c(c3)OCCO4)CC2)CC1 | -1 | -3 | -1 | i | -0.6 | 5 | 0.5 | -0.9 | 2 | -8
O=C(Cc1cccs1)N1CCN(c2cccc(Cl)c2)CC1 | 3 | 3 | -2 | i | 0.0 | -3 | 0.8 | 1.3 | -4 | -6
COc1cc(C(c2c(C)[nH][nH]c2=O)c2c(C)[nH][nH]c2=O)ccc1OC(C)C | 0 | -5 | 5 | i | 1.1 | -5 | -0.1 | 2.5 | -22 | 6
C=CC[n+]1c(-c2ccc(OCC)cc2)csc1NNC(=O)Nc1ccccc1 | 0 | -5 | 4 | + | -0.6 | -2 | 0.9 | 10 | 3 | 1
O=C(O)CCC(=O)NNc1ncnc2ccccc12 | 0 | -10 | -3 | i | -0.1 | 2 | 3.8 | -0.8 | 0 | -4
COc1ccc(NC(=O)C2c3cc(OC)c(OC)cc3C(=O)N(C)C2c2cccnc2)cc1OC (centres undefined) | 0 | 0 | -3 | i | -0.9 | -1 | -1.0 | -1.1 | 2 | -2
S=C(NCC1CCCO1)Nc1cccc(Cl)c1 (centres undefined) | 2 | -5 | -8 | i | 0.6 | -2 | 0.0 | -0.9 | 0 | -2
CCOC(=O)[C@@H]1[C@H]2COc3cc(OC)ccc3[C@H]2N2C(=O)N(c3cccc(F)c3)C(=O)[C@]12C | 3 | -14 | -15 | i | -0.4 | 1 | 1.1 | -1.3 | -3 | 1
COc1ccc(OC)c(-c2nnc(SCC(=O)N3CCOCC3)o2)c1 | 2 | -3 | 3 | i | -0.9 | 0 | 0.7 | -0.2 | 3 | -2
CCOc1ccccc1N(CC(=O)Nc1c(C)n(C)n(-c2ccccc2)c1=O)S(=O)(=O)c1ccccc1 | 3 | -3 | 3 | i | -0.5 | 4 | 1.3 | 0.1 | 1 | 1
O=C(CN1CCN(C(=O)c2ccccc2F)CC1)Nc1ccc(Br)cc1 | -4 | -9 | -2 | i | -0.4 | 7 | -0.3 | -1.6 | 3 | 1
Cc1[nH]c(-c2ccc(F)cc2)cc1C(=O)N1CCN(c2ccccc2)CC1 | -2 | -4 | -3 | i | -1.0 | -3 | 1.4 | 0.8 | -5 | 3
COc1cccc2sc(Nc3nc4ccc(NC(C)=O)cc4s3)nc12 | 0 | 0 | 13 | + | -0.6 | 21 | 2.3 | 1.6 | -16 | 27
C/C=C/c1ccc(OCC(O)CN2CCCCCCC2)c(OC)c1 (centres undefined) | 0 | -3 | -4 | i | 0.1 | -16 | -1.1 | 1.4 | -5 | 7
CC(=O)Oc1ccc(/C=C2\N=C(C3CCCCC3)OC2=O)cc1 | 3 | 5 | 0 | i | -0.4 | -8 | 0.9 | -0.8 | 4 | 5
CCOC(=O)Cc1csc(NC(=S)NC(=O)c2cc(OC)c(OC)c(OC)c2)n1 | -1 | -2 | -1 | i | -0.1 | 3 | 3.0 | 1.9 | -2 | -4
CCCOc1ccc(Br)cc1CSC(=N)N | -2 | -4 | -4 | i | 0.8 | -1 | 0.6 | -2.8 | 3 | 1
CCN1CCc2nc3ccccc3c(C(=O)Nc3ccc(C#N)cc3)c2C1 | 1 | -8 | -3 | i | -0.8 | -5 | 0.2 | 2.3 | -18 | -3
O=C(Oc1cccc(Cl)c1)N1CCOCC1 | 0 | -2 | -1 | i | -1.2 | -2 | 0.8 | -0.4 | 0 | 1
Cc1csc(=O)n1CCC(=O)OCC(=O)Nc1ccc(Cl)cn1 | 3 | -3 | 3 | i | -0.4 | 2 | -1.2 | 0.1 | 3 | 1
COc1cc(C(=O)NCc2nnc(SCC(=O)Nc3nc4ccc(C)cc4s3)o2)cc(OC)c1OC | 0 | 1 | 9 | i | -0.9 | 5 | 0.3 | -2.1 | 4 | -10
Following part
SMILES | STEP block | Scp-1 inhibitor | NadD inh | Rpn11 block | Tb MetRS inh | SUMO1 PPI mod | MsrA inh | LMPTP inh | DNMT1 block | CSN inh
Cc1cccc(-n2ncc3c(NCCc4ccc(S(N)(=O)=O)cc4)ncnc32)c1 | -1 | -3 | 2 | i | -0.2 | 3 | 0.1 | 1.4 | -5 | 0
O=C(CCC(=O)c1ccc(F)cc1)Nc1cccc(S(=O)(=O)Nc2cccc(Cl)c2)c1 | -3 | -10 | -10 | i | 0.1 | 8 | -1.0 | 2.8 | -2 | 0
Cc1ccc([N+](=O)[O-])cc1S(=O)(=O)N(C(=O)c1ccncc1)c1ccc2oc3c(c2c1)CCCC3 | 1 | 20 | 28 | i | -1.3 | -8 | 0.1 | 0.3 | -7 | -14
COC(=O)c1sccc1NC(=O)Nc1cccc([N+](=O)[O-])c1 | 4 | -5 | -6 | i | -0.3 | -12 | 0.1 | 1.7 | -3 | -6
Cc1ccc(NC(=O)Nc2nc3ccc(S(C)(=O)=O)cc3s2)cc1 | 0 | -1 | 3 | i | -0.3 | -6 | -0.2 | 0.1 | 7 | 4
Cc1cccc(N(CC(=O)NCc2ccc(F)cc2)C(=O)c2csnn2)c1C | -3 | -8 | 2 | i | 0.0 | 3 | -0.1 | -0.2 | 0 | -13
CCOc1ccc(C(=O)NCC2CCCO2)cc1 (centres undefined) | 0 | -4 | 18 | i | -0.9 | -1 | 0.3 | -2.3 | -2 | 4
O=C(CSc1nc(O)c(C2CCCCC2)c(=O)[nH]1)NCC1CCCO1 (centres undefined) | -1 | 3 | -5 | i | -0.7 | 2 | 0.6 | -0.6 | 5 | -6
COC(=O)[C@]12CCCCC=C1N(Cc1ccccc1)C(=O)[C@H](CC(=O)NCc1cccc3ccccc13)C2 | x | x | 5 | x | -2.0 | 4 | 0.5 | 0.8 | x | -1
COc1cccc(/C=N/NC(=O)CNC(=O)c2ccc(S(=O)(=O)N3CCCC3)cc2)c1OC | -3 | -6 | -4 | i | -0.7 | -2 | -0.2 | -0.9 | 4 | 1
CCn1c(=NC(=O)CS(=O)(=O)c2ccc(C)cc2)sc2cccc(OC)c21 | 2 | -5 | -5 | i | -0.3 | -8 | 1.5 | 2.7 | -1 | 2
Cc1ccc([C@@H]2C[C@H]3[C@@H](CN2S(=O)(=O)c2ccc(C)cc2)C(=O)C[C@@H](c2ccccc2F)N3S(=O)(=O)c2ccc(C)cc2)cc1 | 1 | x | 12 | i | -1.3 | -4 | 1.2 | 2.0 | 3 | 0
CCOc1ccc(C(C)=O)cc1COC(=O)c1cc([N+](=O)[O-])ccc1N1CCOCC1 | 1 | -9 | -2 | i | -0.7 | -26 | 0.3 | 4.6 | 2 | 2
CC1C(=O)N2CCCc3cc(NC(=O)C4CC4)cc1c32 (centres undefined) | -1 | -7 | -1 | i | -0.2 | -1 | -1.1 | -1.0 | -1 | 1
O=C(c1ccco1)c1coc2c1cc(O)c1ccccc12 | -4 | -4 | 4 | i | -0.5 | -7 | 1.7 | 0.6 | -7 | -1
C=CCC[C@H](Cc1ccc(F)cc1)C(=O)OC[C@@H](Cc1c[nH]c2ccccc12)NC(=O)[C@H](CC=C)CC(=O)NCCO | -4 | -8 | -8 | i | 0.2 | 4 | -1.4 | 1.9 | -8 | 1
CC1(C)C2CCC1(C)C(Nc1ccccc1)C2 (centres undefined) | -1 | -6 | -5 | i | 0.1 | -1 | 0.2 | -2.0 | 2 | 0
CC(=O)Nc1cccc(NC(=O)Nc2ccc(F)cc2F)c1 | -4 | -7 | -3 | i | -0.5 | 0 | 0.2 | 0.0 | 3 | 2
O=C1CCC(C(=O)N2CCSCC2)CN1CCc1ccccc1 (centres undefined) | 0 | 6 | -4 | i | -0.5 | 1 | 0.4 | -0.8 | 3 | 0
Cc1nnc(NC(=O)CSc2nnc(CCc3nc4ccccc4[nH]3)n2C)s1 | 4 | -8 | -1 | i | -0.1 | -3 | -1.0 | -0.1 | 1 | -6

5 records picked at random from those above, as already listed:
SMILES | STEP block | Scp-1 inhibitor | NadD inh | Rpn11 block | Tb MetRS inh | SUMO1 PPI mod | MsrA inh | LMPTP inh | DNMT1 block | CSN inh
CCOc1ccc(C(C)=O)cc1COC(=O)c1cc([N+](=O)[O-])ccc1N1CCOCC1 | 1 | -9 | -2 | i | -0.7 | -26 | 0.3 | 4.6 | 2 | 2
CCn1c(=NC(=O)CS(=O)(=O)c2ccc(C)cc2)sc2cccc(OC)c21 | 2 | -5 | -5 | i | -0.3 | -8 | 1.5 | 2.7 | -1 | 2
O=C(c1ccco1)c1coc2c1cc(O)c1ccccc12 | -4 | -4 | 4 | i | -0.5 | -7 | 1.7 | 0.6 | -7 | -1
CCOc1ccc(C(=O)NCC2CCCO2)cc1 (centres undefined) | 0 | -4 | 18 | i | -0.9 | -1 | 0.3 | -2.3 | -2 | 4
C=CCC[C@H](Cc1ccc(F)cc1)C(=O)OC[C@@H](Cc1c[nH]c2ccccc12)NC(=O)[C@H](CC=C)CC(=O)NCCO | -4 | -8 | -8 | i | 0.2 | 4 | -1.4 | 1.9 | -8 | 1
